Screening results as filed in PubChem BioAssay.
DNMT1 inh – blocks human DNA methyltransferase DNMT1; P26358; DNMT1 molecular beacon, Hinp1I cleavage, fluorescence; inhibition (reported as % activation of signal), % at 10 µM; 360,000 compounds, 0.83% hits; AID 588458; in the data active means inhibition above about 50%
TbMetRS inhib – blocks T. brucei methionyl-tRNA synthetase activity; 360,000 compounds, 0.4% hits; purified T. brucei MetRS, ATP depletion, Kinase-Glo luminescence; inhibition, % at 11.9 µM;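 active means inhibition above a per-plate cutoff of the control wells' mean inhibition plus 3 SD, cut at about 5.5% in these data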;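 further: 0% = DMSO wells median and 100% = median of wells with control inhibitor compound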
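Material: parasite MetRS enzyme / Replication: singlicate, one well per compound / Signal: luminescence of leftover ATP / Schedule: 2 h aminoacylation at 25 °C after 15 min preincubation / Medium: HEPES-MgCl2-KCl buffer plus DTT, spermine, BSA, pyrophosphatase / Doses: 11.9 µM single point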
CendR NRP1 mod – modulators of CendR peptide binding to human neuropilin-1; inhibition, % at 25 µM; 360,000 compounds, 0.85% hits; AID 602438; FAM-RPARPAR peptide binding to NRP-1, fluorescence polarization;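 active means inhibition or corrected inhibition above about 18%, plus a signal ratio from 0.5 to 1.5, limit read from the data, passing the limit was not always enough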; further: strong numbers were not always called active
STEP inh – inhibitors of human striatal-enriched phosphatase STEP; recombinant STEP, OMFP fluorogenic substrate, fluorescence; inhibition, % at 20 µM; P54829; 360,000 compounds, 0.25% hits;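 active means inhibition at 20 µM, scaled per plate between control wells, above about 37%, limit read from the data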;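 further: 0% = DMSO with enzyme and substrate and 100% = substrate only without enzyme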
Target sequence (P54829 whole entry, looked up): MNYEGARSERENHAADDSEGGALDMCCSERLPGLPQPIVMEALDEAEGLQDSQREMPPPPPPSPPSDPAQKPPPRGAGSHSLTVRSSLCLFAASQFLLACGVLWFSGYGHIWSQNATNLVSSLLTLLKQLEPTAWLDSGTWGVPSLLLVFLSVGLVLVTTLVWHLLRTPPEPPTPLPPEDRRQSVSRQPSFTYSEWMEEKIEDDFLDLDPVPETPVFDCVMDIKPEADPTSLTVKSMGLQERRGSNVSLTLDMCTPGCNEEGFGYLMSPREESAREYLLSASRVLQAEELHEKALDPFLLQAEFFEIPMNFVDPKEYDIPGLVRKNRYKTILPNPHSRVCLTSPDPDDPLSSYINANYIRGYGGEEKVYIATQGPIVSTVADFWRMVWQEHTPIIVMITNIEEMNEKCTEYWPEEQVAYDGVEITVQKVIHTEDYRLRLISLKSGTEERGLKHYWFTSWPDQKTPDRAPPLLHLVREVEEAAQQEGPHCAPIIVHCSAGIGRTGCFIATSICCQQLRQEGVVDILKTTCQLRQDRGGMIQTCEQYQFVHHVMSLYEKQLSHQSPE
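Measure: Control-normalized % inhibition with plate pattern correction | Test system: STEP phosphatase, cell-free reaction | Medium: pH 6.0 Bis-Tris with DTT and Tween 20 | Technique: Fluorescence, 480/540 nm | Times: Reaction 20 min, ambient temperature | Doses: Single compound dose of 20 µM, 1% DMSO final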
SUMO1 PPI mod – SUMO1-SIM interaction modulation; 360,000 compounds, 0.33% hits; inhibition, % at 20 µM; SUMO1 binding to a labelled peptide, TR-FRET, 1 h; P63165; in the data active means inhibition above about 37%
Target sequence (P63165 whole entry, looked up): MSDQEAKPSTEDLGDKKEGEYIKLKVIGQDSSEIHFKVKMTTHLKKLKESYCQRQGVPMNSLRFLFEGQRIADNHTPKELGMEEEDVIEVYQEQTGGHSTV
MsrA act – bovine methionine sulfoxide reductase A activation; activation, % at 10.6 µM; purified bovine MsrA, absorbance read-out; 360,000 compounds, 0.3% hits; in the data active means activation above about 7.5%;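 further: 0% = vehicle and 100% = reference activator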
eLon inh – inhibitors of E. coli Lon protease | P0A9M0 | purified E. coli Lon protease, fluorescence polarization | inhibition, % at 7.94 µM | 360,000 compounds, 0.42% hits; in the data active means inhibition above about 13%, passing the limit was not always enough;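 further: 0% = enzyme with probe and DMSO and 100% = no enzyme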
Scp1 inh – blocks human Scp-1 phosphatase activity | Q9GZU7 | Recombinant Scp1, phosphopeptide, malachite green phosphate absorbance | 340,000 compounds, 0.88% hits | inhibition, % at 20 µM;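 active means inhibition above about 50% at 20 µM, limit read from the data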;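 further: plate controls were DMSO wells with enzyme for no effect and wells lacking enzyme for full effect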
Target sequence (Q9GZU7 76-261 limits assumed): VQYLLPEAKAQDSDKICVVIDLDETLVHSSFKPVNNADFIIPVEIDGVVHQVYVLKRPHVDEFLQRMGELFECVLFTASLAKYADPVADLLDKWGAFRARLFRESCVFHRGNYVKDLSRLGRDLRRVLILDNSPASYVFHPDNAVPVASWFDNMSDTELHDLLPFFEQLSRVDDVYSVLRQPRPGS
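Test system – truncated SCP-1 phosphatase (76-261aa) · Reagent – Phosphorylated 17-residue peptide substrate · Incubation – 45 min room-temperature reaction, 5 min colour, 30 min stabiliser · Detection – colorimetric phosphate reagent with accelerator and stabiliser, absorbance at 630 nm · Measure – % inhibition at 20 µM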
LMPTP block – blocks human LMPTP phosphatase | recombinant LMPTP-A, OMFP fluorogenic substrate, fluorescence intensity | inhibition, % at 20 µM | 360,000 compounds, 0.22% hits | AID 651560;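 active means compounds that cut the enzyme signal by at least half of the control window in the single-dose screen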;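 further: plate controls were DMSO wells with enzyme plus substrate for no effect and substrate without enzyme for full effect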
Target sequence (P24666 whole entry, looked up): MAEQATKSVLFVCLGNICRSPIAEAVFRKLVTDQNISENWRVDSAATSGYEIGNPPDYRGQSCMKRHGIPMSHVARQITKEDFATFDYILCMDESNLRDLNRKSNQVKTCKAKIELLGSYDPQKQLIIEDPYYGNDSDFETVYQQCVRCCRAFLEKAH
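Test system – LMPTP-A phosphatase enzyme · Quantity – 0.625 nM LMPTP-A final · Reagent – OMFP substrate, 400 µM final · Dosing – one test concentration per compound, 20 µM, with 3% DMSO overall · Timing – 50 min enzyme reaction at room temperature, protected from light · Detection – fluorescence intensity · Controls – substrate-only low control, DMSO enzyme-plus-substrate high control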
MsrA inh – inhibitors of bovine MsrA; purified bovine MsrA, absorbance read-out; inhibition, % at 15.5 µM; AID 651718; 360,000 compounds, 0.75% hits; in the data active means inhibition above about 4.5%;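 further: 0% = vehicle wells with enzyme and 100% = reference inhibitor wells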
Starred values were filed as active, the others as inactive; / = no result given.

SMILES | DNMT1 inh | TbMetRS inhib | CendR NRP1 mod | STEP inh | SUMO1 PPI mod | MsrA act | eLon inh | Scp1 inh | LMPTP block | MsrA inh
COc1ccccc1C(=O)COC(=O)c1cc([N+](=O)[O-])ccc1N1CCOCC1 | -8.8 | -0.2 | -5.5 | 5.9 | -18.9 | -1.1 | 0.0 | -13.3 | 0.6 | 1.9
Cc1nn(C)cc1S(=O)(=O)N1CCN(c2ccc(F)cc2)CC1 | 1.0 | -0.8 | 20.6 | 3.0 | 2.0 | -1.6 | -1.7 | -2.2 | -0.9 | -0.9
CC(Cc1c[nH]c2ccccc12)NC(=O)OCCCl (stereo not drawn) | -0.2 | -0.6 | 2.3 | 0.9 | 3.4 | 2.5 | 6.9 | -3.5 | -1.0 | -0.1
N/C(Cc1ccc([N+](=O)[O-])cc1)=N\OC(=O)c1ccc([N+](=O)[O-])cc1 | -5.6 | -0.4 | -10.0 | 4.4 | -30.5 | -5.1 | -4.2 | -7.0 | 0.6 | 0.3
COC(=O)CN1C(=O)C2(OCCCO2)c2ccccc21 | 0.5 | -0.6 | 4.0 | -7.0 | 2.8 | -5.1 | -4.0 | -0.3 | -0.3 | 2.9
CS(=O)(=O)N1CCCCC1c1cc(C(=O)NCc2ccc(F)cc2)no1 (stereo not drawn) | -1.5 | -0.3 | 0.0 | -1.5 | -1.6 | -3.7 | -3.1 | / | -0.9 | -0.8
O=C(OCC(=O)N1CCc2ccccc21)c1ccc[nH]c1=O | 5.5 | -1.0 | 5.3 | -0.3 | -1.1 | -14.2 | -4.8 | 2.0 | -0.6 | 0.1
CCOC(=O)[C@H](CCc1ccccc1)N[C@@H](C)C(=O)N1[C@H](C(=O)O)C[C@@H]2CCC[C@@H]21 | 2.3 | -0.2 | -6.2 | 7.6 | 4.0 | -2.8 | -6.3 | -6.3 | -1.3 | -0.3
c1ccc(-c2ncnc3ccccc23)cc1 | -0.3 | -0.5 | 16.5 | 0.5 | -19.6 | -3.4 | -17.7 | -4.7 | -1.7 | -1.0
Cc1[nH]nc(S(=O)CC(=O)O)c1[N+](=O)[O-] (stereo not drawn) | -0.2 | -1.1 | 2.1 | -2.2 | -1.9 | -2.0 | 3.0 | 4.5 | 0.1 | 1.0
COc1cc(C(=O)Nc2ccc(N3CCCS3(=O)=O)cc2)c([N+](=O)[O-])cc1OC | 1.2 | -0.3 | 1.4 | -2.2 | -27.6 | -4.3 | -1.1 | -5.7 | -0.3 | 1.1
Cc1cccn2c(=O)c(C=O)c(Cl)nc12 | 6.0 | 0.2 | -88.5 | 0.9 | -8.5 | -2.5 | -3.1 | -1.2 | 1.2 | 0.4
COc1ccc(NC(=O)ON=C2c3ccccc3-c3ccccc32)cc1 | -8.5 | 0.4 | -2.7 | 0.9 | -14.0 | -2.4 | 10.3 | -20.2 | 1.7 | 0.4
COC(=O)c1c(NC(=O)Cc2ccccc2)sc2c1C(C(=O)OC)CC2 (stereo not drawn) | -2.0 | -0.5 | 2.3 | 0.0 | 1.2 | -6.3 | -0.1 | 0.6 | 0.7 | 1.6
CCCSC1=C(C#N)C(c2ccccc2C)C(C(=O)OC)C(=O)N1 (stereo not drawn) | 1.6 | 0.4 | 5.3 | -0.3 | 2.8 | -2.0 | -2.4 | -12.3 | -0.2 | 0.0
O=C(O)c1cccc2[nH]c(C(F)(F)F)nc12 | 1.4 | -0.4 | 7.2 | 0.4 | 0.1 | -0.1 | 14.8 | 2.6 | -1.1 | -0.2
C[C@H](CO)N1C[C@H](C)[C@@H](CN(C)C(=O)NC2CCCCC2)Oc2ccc(NC(=O)C3CC3)cc2C1=O | -3.0 | -0.4 | 20.3 | 1.1 | 2.2 | -4.8 | -0.7 | -4.9 | -3.6 | 0.8
Cn1c(SCC(=O)N/N=C/c2cccs2)nc2ccccc21 | -1.3 | -0.5 | 8.1 | -2.1 | -8.7 | -3.0 | -2.4 | -11.2 | -0.5 | 1.1
C=CC#CC1(O)CC(C)N(C)CC1C (stereo not drawn) | 9.2 | -0.6 | 5.9 | -2.9 | -1.6 | -9.2 | 0.5 | 3.9 | 0.7 | 1.1
Cc1cccc(NC(=O)COC(=O)[C@@H]2CCCN2C(=O)c2cccs2)c1 | 1.5 | -0.5 | 1.1 | -2.6 | 3.7 | -1.1 | 1.7 | 0.0 | -2.4 | 0.2
N#CCc1ccc(NS(=O)(=O)c2ccc(N3CCCC3=O)cc2)cc1 | 1.4 | 0.7 | -7.7 | 2.5 | 7.8 | -2.2 | -0.3 | -8.0 | -0.4 | -0.1
Cc1cc(C)c2nc(NC(=O)c3ccc4c(c3)OCO4)sc2c1 | 22.4 | -0.6 | -10.1 | 0.3 | -2.3 | -1.7 | 4.3 | 0.5 | 0.4 | -1.3
CCn1c(=O)c2cc(C(=O)N(C)c3ccccc3F)sc2c2ccccc21 | -1.2 | -0.1 | -7.0 | 6.5 | -3.6 | -1.6 | 4.4 | -18.0 | 2.9 | 1.0
CCC(C)NC(=O)CCc1nc2ccccc2n1-c1ccccc1 (stereo not drawn) | 5.6 | -1.5 | 14.6 | -1.1 | -0.1 | -9.4 | -7.1 | 0.0 | -1.2 | -0.2
Cc1ccc(-c2nc(N)sc2-c2ccc(C)cc2)cc1 | -4.2 | -0.3 | 0.2 | -1.9 | -4.2 | -3.6 | 10.4 | 2.2 | 2.1 | -0.1
Cc1nc2ccccc2n1CC(=O)NC(C)C1CC2CCC1C2 (stereo not drawn) | -0.4 | -0.5 | 0.1 | 1.2 | -3.1 | -2.9 | 15.3 | -0.7 | -0.1 | 0.1
CC(C)(C)NC(=O)NC(=O)COC(=O)Cc1c(F)cccc1Cl | 1.3 | -0.8 | -18.8 | -2.9 | 3.2 | -3.4 | 10.6 | -5.2 | 0.7 | -0.4
c1cn2c(-c3ccoc3)cncc2n1 | 31.7 | 0.2 | 4.6 | -2.7 | -3.4 | -0.3 | -3.8 | / | -0.6 | -1.4
O=S(=O)(c1ccccc1)[C@@]1(c2ccccc2)C[C@@H]2ON=C(c3cccc(Br)c3)[C@@H]2C1 | -3.5 | 0.2 | -0.5 | 0.9 | 2.6 | -2.6 | 8.8 | -8.1 | 1.5 | -0.7
COc1ccc(NC(=O)CN(C)CC(=O)N(CC(C)C)c2c(N)n(CC(C)C)c(=O)[nH]c2=O)cc1 | 5.1 | -0.1 | 1.0 | 1.4 | 0.8 | 2.1 | 4.9 | -9.3 | -0.9 | -0.5
N=c1c2c(-c3ccccc3)c(-c3ccccc3)n(Cc3ccco3)c2ncn1CCO | 2.3 | 0.1 | -10.4 | -0.2 | -0.1 | -2.7 | 4.5 | 5.1 | 2.1 | -0.6
COc1ccc(NC(=O)COc2cccnc2[N+](=O)[O-])cc1OC | -0.1 | 0.4 | -3.8 | -1.4 | -17.7 | -2.7 | -8.6 | -8.9 | -0.6 | -0.9
COc1ccc(NCc2nnc(SCC(=O)c3ccc(OC)cc3)o2)cc1 | -7.1 | -0.5 | -3.9 | 2.4 | -3.6 | -4.0 | 0.7 | -6.2 | 0.3 | -1.1
CCC(CC)c1nnc(NC(=O)c2nc3nc(C)cc(C)n3n2)s1 | -0.6 | -0.4 | -11.4 | -1.6 | 0.6 | -0.6 | 0.4 | 11.5 | 0.9 | 0.8
COc1cccc(CNc2nc3cc(-c4ccc(C)cc4)sc3c(=O)n2C)c1OC | -2.8 | 0.2 | 16.8 | 0.8 | -11.8 | -4.5 | 0.7 | / | 4.2 | -2.3
Cc1ncc([N+](=O)[O-])n1CC(=O)Nc1cccc(C(F)(F)F)c1 | -0.1 | 2.8 | -4.7 | -1.7 | -1.8 | -3.4 | 29.3* | -1.2 | -0.4 | 0.1

A few values from the list.
Value of CCC(C)NC(=O)CCc1nc2ccccc2n1-c1ccccc1 (stereo not drawn) in SUMO1 PPI mod: -0.1
Value of O=S(=O)(c1ccccc1)[C@@]1(c2ccccc2)C[C@@H]2ON=C(c3cccc(Br)c3)[C@@H]2C1 in CendR NRP1 mod: -0.5

(listing goes on)
SMILES | DNMT1 inh | TbMetRS inhib | CendR NRP1 mod | STEP inh | SUMO1 PPI mod | MsrA act | eLon inh | Scp1 inh | LMPTP block | MsrA inh
CN(C)c1cccc(C(=O)NCc2ccc(Cl)cc2)c1 | 7.8 | 0.2 | 5.1 | 2.9 | 10.9 | -2.1 | -8.6 | -8.4 | -0.1 | -0.5
Cc1ccc(-c2csc(-c3c[nH]c4ccccc34)n2)cc1 | -17.7 | -0.5 | 18.3 | 10.4 | -6.6 | 3.4 | 6.2 | 5.7 | 1.4 | -0.8
COc1ccc(CN2c3cc(S(=O)(=O)N4CCOCC4)ccc3N3CCCC32)cc1 (stereo not drawn) | -4.3 | -1.4 | 1.7 | -0.9 | 0.2 | -4.1 | -9.7 | 3.0 | 9.4 | -0.1
COc1ccc2[nH]c(=O)c(CNC3CCCCC3)cc2c1 | -0.2 | 0.1 | 1.1 | 3.6 | -8.2 | 2.2 | 0.5 | -0.3 | -2.4 | 0.7
O=C(CN(C(=O)c1csnn1)c1cccc(Cl)c1)NCCc1ccccc1 | 1.6 | -0.7 | 6.6 | 0.9 | -1.3 | -4.3 | 4.0 | -2.3 | -1.0 | -0.4
CCOC(=O)c1sc(Nc2nc3ccc(OC)cc3s2)cc1C | -12.3 | -1.0 | 1.6 | -1.6 | 3.6 | -9.6 | -9.7 | -3.1 | 2.7 | 1.8
O=C(Cn1nnc(-c2ccccc2)c1COc1ccc2ccccc2c1)NCC1CC1 | -6.9 | -0.3 | 5.3 | 4.0 | -0.8 | -3.4 | 5.5 | / | 1.8 | -0.3
Cc1ccccc1CO/N=C/c1[nH]ncc1Br | 3.1 | 0.4 | -7.4 | -0.7 | 5.4 | -2.5 | 23.0 | -6.6 | 0.1 | -0.2
COc1cc(C(O)c2nc(-c3cnn(C)c3)cs2)ccc1F (stereo not drawn) | 4.1 | -0.1 | -2.2 | -3.1 | 0.2 | -0.4 | 3.9 | / | -1.1 | 0.5
Cc1ccc(CSCC(=O)Nc2ccc3c(c2)OCO3)cc1 | -0.3 | -0.4 | -10.2 | 0.0 | 2.8 | 1.9 | -10.5 | -14.5 | 0.2 | -0.8
Cc1ccc(S(=O)(=O)Nc2ccccn2)cc1[N+](=O)[O-] | 1.0 | -0.7 | 7.4 | -1.2 | -6.2 | -5.5 | -4.0 | -3.4 | -0.3 | 0.4
NS(=O)(=O)c1ccc(CCNC(=O)CSc2nc3ccccc3c3nc(CCN4CCCCC4)nn23)cc1 | -9.2 | 0.9 | 1.3 | -0.3 | 3.7 | -0.3 | 5.1 | -7.5 | 13.2 | 0.8
Cc1nc(C)c(C(=O)Nc2nc3c(C)cccc3s2)o1 | 78.9* | -0.6 | -8.6 | 7.1 | 16.5 | -4.3 | -12.5 | 49.1 | 4.9 | 0.6
Oc1ccccc1N=Nc1ccccc1O | -6.8 | -0.1 | -7.2 | -1.7 | -22.2 | -2.0 | 8.5 | -8.1 | 2.0 | 0.6

Random draw from the library; about 4.3% have a hit in one of these screens.
